# MBD2 inh = inhibitors of human MBD2 binding to methylated oligonucleotide | Q9UBB5 | TR-FRET | inhibition, % at 4.4 µM | 370,000 compounds, 0.31% hits | AID 686964; in the data active means inhibition above about 13%
# GC-A act = GC-A (human) enzyme activation. P16066. HEK293 GC-A cells, cGMP TR-FRET, EC30 ANP; 0% at EC30 ANP, 100% saturating ANP. activation, % at 10 µM. 370,000 compounds, 0.14% hits. AID 1671463; in the data active means activation above about 40%
# rCAG binder = molecules binding r(CAG) RNA repeats. r(CAG) RNA repeat, TO-PRO-1 dye displacement fluorescence. inhibition, % at 3 µM. 370,000 compounds, 1.3% hits;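 active means inhibition above the plate cutoff, the mean of all test compounds on that plate plus 3 SD, cut at about 35% in these data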;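 further: 0% = DMSO alone and 100% = 100 µM mitoxantrone as full dye displacement; higher means more dye released from RNA so lower well fluorescence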
# HTRA1 inh = blocks human HTRA1 serine peptidase. recombinant HTRA1, FP-rhodamine activity-based probe, fluorescence polarization. 340,000 compounds, 0.5% hits. inhibition, % at 5.96 µM; in the data active means inhibition above about 36%;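 further: 0% = enzyme with DMSO and 100% = wells lacking enzyme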
# mABHD4 FP = inhibitors of mouse ABHD4; Q8VD66; inhibition, % at 8.92 µM; AID 720543; 370,000 compounds, 0.54% hits; purified mABHD4, FP-Rh probe fluorescence polarization;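 active means inhibition exceeding the mean over every tested compound plus 3 SD, cut at about 30% in these data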;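 further: 0% = plate median of compound wells and 100% = S159A mutant with DMSO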
#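 system = mouse ABHD4 enzyme, wild type | medium = HEPES pH 7.0, NaCl, Pluronic buffer | also added = FP-Rh probe | incubation = Enzyme–compound pre-incubation 45 min, then probe 60 min, both 25 °C | technique = fluorescence polarization, excitation 525 nm, emission 598 nm, BODIPY TMR filters | controls = S159A mutant high control, sample median low control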
# TCR-CD3 inh = blocks the human TCR-CD3 interaction; TAMRA-labeled TCR probe fluorescence, biochemical; inhibition, % at 9.4 µM; 360,000 compounds, 0.37% hits; AID 651800; in the data active means inhibition above about 19%;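 further: recombinant mutant TCR 2C K166C tagged with TAMRA read by polarization; 0% = receptor in buffer alone and 100% = receptor with positive control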
# PRMT1 inh = PRMT1 (human) inhibition, primary screen; Q99873; recombinant PRMT1, activity-based probe fluorescence polarization; inhibition, % at 2.79 µM; 370,000 compounds, 1.3% hits; AID 652257;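 active means inhibition above about 21% made by adding two undisclosed values, limit read from the data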
# UHRF1 MBD2 ctr = UHRF1 methyl-DNA binding inhibition | 370,000 compounds, 0.75% hits | inhibition, % at 4.4 µM | Q96T88 | UHRF1 binding to methylated oligo, TR-FRET | AID 687016; in the data active means inhibition above about 21%;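 further: UHRF1 SRA domain binding a hemimethylated CpG hairpin DNA probe; 0% = median of test compound wells and 100% = reference inhibitor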
# GC-B act = GC-B (human) receptor activation | P20594 | HEK293-GC-B cells, CNP EC30, cGMP TR-FRET; 0% at EC30 CNP, 100% saturating CNP | activation, % at 10 µM | 370,000 compounds, 0.11% hits;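 active means activation at 10 µM reaching about 35% in either raw or pattern-adjusted values, limit read from the data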
# Target sequence (P20594 whole entry, looked up): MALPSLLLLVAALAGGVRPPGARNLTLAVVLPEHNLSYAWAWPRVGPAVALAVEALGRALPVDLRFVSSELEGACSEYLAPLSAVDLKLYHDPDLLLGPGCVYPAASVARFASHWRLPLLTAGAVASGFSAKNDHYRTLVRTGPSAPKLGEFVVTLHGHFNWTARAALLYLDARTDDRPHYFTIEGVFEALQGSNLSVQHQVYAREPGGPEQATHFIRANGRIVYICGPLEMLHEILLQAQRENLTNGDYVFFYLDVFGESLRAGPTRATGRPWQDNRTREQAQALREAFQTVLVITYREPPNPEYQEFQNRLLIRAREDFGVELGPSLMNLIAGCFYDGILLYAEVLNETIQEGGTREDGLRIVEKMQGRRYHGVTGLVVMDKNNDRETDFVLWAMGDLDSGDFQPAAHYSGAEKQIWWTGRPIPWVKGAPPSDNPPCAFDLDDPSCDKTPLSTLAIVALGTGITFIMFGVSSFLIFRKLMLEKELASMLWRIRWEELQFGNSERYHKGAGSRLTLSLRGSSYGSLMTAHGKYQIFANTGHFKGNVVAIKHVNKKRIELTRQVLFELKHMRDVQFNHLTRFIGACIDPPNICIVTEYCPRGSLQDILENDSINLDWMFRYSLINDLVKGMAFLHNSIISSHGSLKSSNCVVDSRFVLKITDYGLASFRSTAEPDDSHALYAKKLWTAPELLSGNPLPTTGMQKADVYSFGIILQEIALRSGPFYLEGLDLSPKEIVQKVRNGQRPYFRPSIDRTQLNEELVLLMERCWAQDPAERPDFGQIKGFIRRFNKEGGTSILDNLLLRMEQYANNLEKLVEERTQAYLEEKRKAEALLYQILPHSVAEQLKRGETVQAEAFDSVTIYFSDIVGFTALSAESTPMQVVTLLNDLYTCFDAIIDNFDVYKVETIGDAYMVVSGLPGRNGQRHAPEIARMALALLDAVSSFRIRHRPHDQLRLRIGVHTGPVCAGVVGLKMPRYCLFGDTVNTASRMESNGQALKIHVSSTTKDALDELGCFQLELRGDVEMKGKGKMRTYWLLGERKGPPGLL
# SIAE primary = inhibitors of human sialic acid acetylesterase SIAE. Q9HAT2. SIAE FP-Rh probe binding, fluorescence polarization. inhibition, % at 9.66 µM. 370,000 compounds, 0.69% hits. AID 1053197;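 active means inhibition above a cutoff: mean of compounds within the control limits plus 3 SD of those, cut at about 17% in these data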;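 further: 0% = plate median of compound wells and 100% = probe without SIAE protein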
# Active calls of the source: *; . = not tested or not shown.
# Values in the order – GC-A act	GC-B act	HTRA1 inh	mABHD4 FP	rCAG binder	TCR-CD3 inh	SIAE primary	PRMT1 inh	MBD2 inh	UHRF1 MBD2 ctr
- CSc1ccccc1OCc1cc(C(=O)N2CCNC(=O)C2)no1
    12	4	-2	3	3	-3	6	0	0	0
- COc1ccc2oc(=N)c(C(=O)Nc3ccc(C)cc3)cc2c1
    4	5	2	-1	3	3	5	-1	3	1
- Cc1ccccc1-c1cc2nc(NCc3cccnc3)n(C)c(=O)c2s1
    -2	-4	.	-13	-1	3	-11	-5	-5	1
- O=C(CCS(=O)(=O)c1ccc(F)cc1)N1CCOCC1
    1	-1	1	-12	6	-1	-1	-3	-2	0
- O=C(Nc1nc2ncccn2c1-c1ccccc1)C1CC1
    3	2	.	-1	2	.	0	2	-4	0
- C=CC[C@@H]1NN2C(=O)[C@@H](C)[C@@H]3c4ccccc4C=NN3[C@@H]2c2ccccc21
    2	0	.	-1	10	.	-1	3	0	1
- NC(=O)C1CCN(CC(=O)Nc2nc(-c3ccccc3)cs2)CC1
    11	-2	5	5	-3	10	-2	4	4	0
- CCc1[nH]nc(C(=O)NC2CCCc3c2cnn3-c2cc(C)cc(C)c2)c1C (stereo not given)
    -2	-4	-23	-9	-6	4	1	1	1	-2
- O=C(CSc1nnc2ccc(-c3ccccc3)nn12)NCC1CCCO1 (stereo not given)
    -8	-6	-5	2	-4	4	-1	1	0	-3
- Cc1ccc(CNC(=O)C2CC(c3ccccc3F)=NO2)cc1 (stereo not given)
    2	5	1	-8	-4	5	9	-3	-5	2
- CCC(=O)N1N=C(c2ccc(C)o2)CC1c1ccc(OC)cc1 (stereo not given)
    3	-1	-17	6	-7	6	2	-1	-5	0
- O=[N+]([O-])c1cc([N+](=O)[O-])c(Oc2cc(Cl)ccc2Cl)cc1NC1CCCCCCC1
    4	-3	3	-5	6	6	8	0	-1	1
- COC(=O)c1ccc(N2NC(=O)/C(=C/c3ccc(OC)c(OC)c3)C2=O)cc1
    15	-6	3	6	26	-2	-18	6	2	3
- CCOC(=O)C1=C2SCCN2C(=O)C(C#N)C1(C)C (stereo not given)
    2	3	-2	5	-1	-4	-1	4	2	2
- Cc1cc(C)nc(Sc2nc(Cl)nc(N(c3ccccc3)c3ccccc3)n2)n1
    4	0	1	-16	-4	-6	2	59*	4	5
- COC(=O)C[C@H]1CC[C@H](NC(=O)Nc2ccccc2)[C@@H](CO)O1
    2	-5	.	-3	2	-2	8	0	1	1
- Cc1cc(C)c(C#N)c(SCC(=O)N(CC(C)C)C2CCS(=O)(=O)C2)n1 (stereo not given)
    -3	5	-1	-9	-2	-2	-5	-5	3	3
- C=CCOn1c(=O)c(-c2ccccc2)[n+]([O-])c2ccccc21
    -1	-2	2	-6	-2	0	9	1	-6	0
- CNC(=S)N/N=C/c1cc(Br)cc(Br)c1O
    -3	4	34	31*	10	40*	7	-1	1	-7
- CCOc1ccccc1CN1CCC(N2CCC(C(=O)NC3CC3)CC2)CC1
    2	1	-2	3	-4	2	11	-2	3	-3
- COc1ccccc1CNC(=O)CCC(=O)N1Cc2cccc(OC)c2Oc2ncccc21
    4	-1	3	5	-3	-3	3	5	-6	1
- O=C(/C=C/c1ccccc1Cl)NCc1cccs1
    2	-1	-6	-2	-2	12	3	-2	-7	-4
- O=C(NOCc1ccccc1)c1coc(-c2ccccc2)n1
    2	-2	3	1	-1	3	3	0	-7	-1
- CCOC(=O)C1CN(S(C)(=O)=O)c2cc(CC(=O)OC)ccc2O1 (stereo not given)
    4	5	0	4	2	5	29*	-1	-1	0
- COC(=O)CN1C(c2cccc(Cl)c2)=Nc2ccc(Cl)cc2C1c1ccccc1 (stereo not given)
    -22	-12	-26	-26	4	-1	-4	-2	2	1
- CSc1n[nH]c2nc3c(c(=O)n12)C1(CCCC1)Cc1ccccc1-3
    7	-1	-1	4	9	5	-2	-1	2	4
- CCCC/C=C1/[C@@H](CC)N(Cc2ccc(OC)cc2OC)C2=N[C@H](c3ccccc3)CC(=O)N21
    -4	-3	.	-9	.	.	1	0	7	2
- O=C(Nc1ccc(F)cc1)C1C(c2ccccc2)C1(Cl)Cl (stereo not given)
    3	1	-33	-25	0	-5	-7	2	0	3
- O=C(CS(=O)(=O)c1cn(CC(=O)N2CCCC2)c2ccccc12)Nc1ccccc1F
    -2	-2	2	9	1	2	-8	0	1	4
- COc1ccc(CC(=O)NNC(=S)Nc2ccc(Br)cc2)cc1
    2	5	0	13	12	2	1	0	-5	-2

# The final 2 entries of the section above lead into the next:
# Values in the order – GC-A act	GC-B act	HTRA1 inh	mABHD4 FP	rCAG binder	TCR-CD3 inh	SIAE primary	PRMT1 inh	MBD2 inh	UHRF1 MBD2 ctr
- O=C(CS(=O)(=O)c1cn(CC(=O)N2CCCC2)c2ccccc12)Nc1ccccc1F
    -2	-2	2	9	1	2	-8	0	1	4
- COc1ccc(CC(=O)NNC(=S)Nc2ccc(Br)cc2)cc1
    2	5	0	13	12	2	1	0	-5	-2
- COc1ccc(CNC(=O)CN2CCN(S(=O)(=O)c3ccccc3)CC2)cc1
    -1	3	2	1	0	3	-7	2	5	-1
- COC(=O)C1=C(C)NC(=O)CC1c1ccc(C(=O)OC)cc1 (stereo not given)
    4	5	0	8	1	5	-1	0	1	-4
- CCN(CC)CC#CC(C)(C)OC(C)=O
    -4	7	5	3	-3	-4	-11	5	0	1
- CCC(c1nnnn1C1CCCC1)N1CCN(Cc2ccccc2)CC1 (stereo not given)
    -6	0	1	1	-6	4	3	-1	-1	-1
- CN(C)c1ccc(-c2ccnc3c2CC(C)(C(=O)Nc2cccc(OC(F)(F)F)c2)O3)cc1 (stereo not given)
    -4	-2	.	2	3	-2	1	0	-3	3
- CCC(=O)N1CCC1(C)C(=O)Nc1ccc(Cl)c(Cl)c1 (stereo not given)
    2	-8	.	-9	3	0	-2	4	2	2
- CCN(c1cccc(C)c1)S(=O)(=O)c1nnc(NC(=O)c2ccco2)s1
    0	3	-2	-2	39*	6	4	5	-4	-2
- O=C(NCc1cccs1)c1ccc(CS(=O)Cc2ccc(Cl)cc2)o1 (stereo not given)
    -1	-4	2	6	0	-8	3	-1	-6	-2
- COc1ccc(-n2c(-c3cccc(OC)c3)nc(=S)c3c2CCCC3)cc1
    2	16	-7	-5	-4	9	7	2	-3	-3
- CCCCCCCC(=O)NNC(=O)CCC(=O)O
    0	6	2	6	1	-1	1	-3	-2	0

# Two compounds from above with just UHRF1 MBD2 ctr:
Compound | UHRF1 MBD2 ctr
COC(=O)C1=C(C)NC(=O)CC1c1ccc(C(=O)OC)cc1 (stereo not given) | -4
CCN(CC)CC#CC(C)(C)OC(C)=O | 1

# Later entries:
# Values in the order – GC-A act	GC-B act	HTRA1 inh	mABHD4 FP	rCAG binder	TCR-CD3 inh	SIAE primary	PRMT1 inh	MBD2 inh	UHRF1 MBD2 ctr
- CCC(NS(=O)(=O)c1cn(C)nc1C)c1ccccc1 (stereo not given)
    4	3	7	-5	-5	6	-5	-1	-3	2
- O=C(COC(=O)c1ccc[nH]c1=O)NC1CC1
    -1	-3	-3	-2	4	-5	1	4	11	0
- COc1ccccc1NS(=O)(=O)c1cccc(C(=O)NCc2ccco2)c1
    3	5	5	1	1	0	-1	0	1	6
- Cn1c(NCC(O)c2ccccc2)nc2c1c(=O)n(Cc1ccc(Cl)cc1)c(=O)n2C (stereo not given)
    0	7	4	3	0	6	4	-2	-4	-1
- COc1ccc(/C(N)=N/OC(=O)Cc2ccccc2[N+](=O)[O-])cc1
    6	-2	2	-1	-2	10	2	-1	-6	-2
- CC(C)C(NS(=O)(=O)c1ccc2c(c1)Cc1cc(S(=O)(=O)NC(C(=O)O)C(C)C)ccc1-2)C(=O)O (stereo not given)
    1	5	15	-10	6	-2	-8	8	9	10
- Cc1ccc(N(CC(=O)O)S(C)(=O)=O)cc1Cl
    0	-1	1	6	-1	-7	-2	-1	2	2
- CC1=C(C(=O)N(C(C)C)C(C)C)CC(CC(=O)NCc2cccc3ccccc23)C(=O)N1Cc1ccc(F)cc1 (stereo not given)
    1	6	.	6	0	0	-5	-9	4	-3
- Cc1cc(C)cc(NC(=O)CSc2nnc(C3CC3)n2CC2CCCO2)c1 (stereo not given)
    -3	-11	3	-1	-4	0	3	-2	2	-2
- CCc1nn(CC(=O)O)c(=O)c2ccccc12
    1	-4	4	-3	4	-1	-22	0	-2	1
- CC1(c2nnc(Cc3ccccc3)o2)CC(c2cccnc2)=NO1 (stereo not given)
    2	1	7	0	2	11	4	0	-2	6
- Cc1ccccc1-c1ccc2c(c1)O[C@H](CN(C)C(=O)C1CC1)[C@@H](C)CN([C@@H](C)CO)S2(=O)=O
    -5	-8	-9	12	3	-4	5	1	-3	1
- Cc1noc(C)c1C(=O)OC(C)C(=O)N(C)c1ccccc1 (stereo not given)
    0	3	-9	4	0	0	3	-3	1	-1
- COc1ccc(N(CN2C(=O)C3CCCCC3C2=O)C(=O)c2ccco2)cc1 (stereo not given)
    0	7	.	0	-7	8	1	-2	-2	-1
- O=C(CSc1ccccc1)NCCCc1ccccc1
    -1	-2	2	-2	-5	8	-5	-4	-6	0
- CC(=O)c1ccc(OCC(=O)N(CCC2=CCCCC2)c2c(N)n(Cc3ccccc3)c(=O)[nH]c2=O)cc1
    4	-1	-7	2	7	5	-1	2	2	-1
- COc1ccc(-n2nc(C(=O)NCC(=O)N3CCN(c4ccccn4)CC3)c3ccccc3c2=O)c(OC)c1
    -2	1	-4	7	-4	6	-7	0	2	-1
- CNC(=O)c1[nH]cnc1C(=O)N[C@@H](C)C(=O)OC(C)(C)C
    -1	-2	-3	3	-2	3	-9	0	-3	-3
- CC(C)CC1NC(=O)c2cccnc2-n2c1nc1cc(F)ccc1c2=O (stereo not given)
    -5	-4	-12	1	-1	7	1	-1	-6	-1
- COc1ccc(Cl)cc1NC(=O)CSc1nnc(-c2ccncc2)n1CC1CCCO1 (stereo not given)
    -3	8	-1	-1	-6	-2	2	-3	0	-1
- C=CCOC(=O)C(C(=O)Cc1ccccc1)c1ccccc1 (stereo not given)
    -4	-1	-11	-9	5	0	8	-2	-3	1
- COC(=O)c1cn(C(=O)c2ccc(OC)cc2)c2ccccc12
    -5	1	-8	-4	-2	-2	2	4	0	-1
- CC(=O)Nc1ccc(S(=O)(=O)N2CC3(C)CC2CC(C)(C)C3)cc1 (stereo not given)
    -1	-2	-2	-13	-8	3	-4	2	1	5
- Cc1ccc(OCC(=O)N/N=C/c2ccc3c(c2)OCO3)cc1C
    -3	8	-11	-3	-1	-4	2	-1	0	-2
- CCn1c(=O)cc(SCC(=O)NCCN2CCN(Cc3ccccc3)CC2)c2ccccc21
    -4	-3	-3	2	-8	6	3	0	2	-3
- N#Cc1ccc(OS(=O)(=O)c2ccc(-c3ccon3)s2)cc1
    2	4	-5	1	4	0	-2	5	5	5
- CC1CC(=O)N(CC(=O)Nc2cccc(Cl)c2)c2ccccc2S1(=O)=O (stereo not given)
    0	-4	0	-15	1	-6	3	4	1	4
- CC(C)Cc1ccc(C(=O)NCc2ccc3c(c2)OCO3)o1
    0	7	-8	2	-8	-12	-1	0	2	4

# The list is partial, so the mix of outcomes need not match the whole.
